BAP1 inh: blocks human BAP1 ubiquitin-AMC hydrolysis; recombinant BAP1, Ub-AMC hydrolysis fluorescence kinetic; stronger effect = lower value; Q92560; activity remaining (% of control), % at 20 µM; AID 436; hit rate 0.48% among 72,000;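 active = activity remaining at or below 50% of control, provided the compound also passes the data quality filters; inactive = the rest, including low values that fail the filters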;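 also: 100% = DMSO wells rate and 0% = substrate alone blank rate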
HePTP inhibitor: inhibitors of human HePTP phosphatase | hit rate 0.64% among 110,000 | inhibition, % at 20 µM | AID 521 | P35236 | recombinant HePTP phosphatase activity, OD absorbance; in the data active = inhibition above about 50%;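 also: plate controls were vehicle for no effect and reference inhibitor for full effect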
Target sequence (P35236 whole entry, looked up): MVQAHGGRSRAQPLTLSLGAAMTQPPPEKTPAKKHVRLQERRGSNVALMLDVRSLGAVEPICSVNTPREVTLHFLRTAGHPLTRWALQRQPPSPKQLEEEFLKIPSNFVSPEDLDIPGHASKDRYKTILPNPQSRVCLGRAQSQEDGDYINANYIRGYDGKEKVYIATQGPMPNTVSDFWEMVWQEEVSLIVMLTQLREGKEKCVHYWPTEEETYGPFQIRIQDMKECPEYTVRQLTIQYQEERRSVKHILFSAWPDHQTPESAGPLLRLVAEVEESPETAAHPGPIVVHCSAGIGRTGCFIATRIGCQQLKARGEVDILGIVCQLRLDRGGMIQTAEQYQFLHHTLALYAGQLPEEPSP
* = called active by the depositor; nt = no result given; & = joins results of further samples. Hits appear at their usual frequency; overall some 0.7% were active at least once.

SMILES	BAP1 inh	HePTP inhibitor
O=C(CN1CCN(CCC(=O)Nc2ccccc2F)CC1)Nc1ccc(F)cc1	109	8
Cc1ccccc1N1C(=O)CC(N(O)c2ccccc2)C1=O (centres undefined)	100	-4
CC(=O)Nc1ccc(Nc2cc(Cl)c(C(F)(F)F)cc2[N+](=O)[O-])cc1	nt	13
O=C(CCc1ccccc1)Nc1ccc(NC(=O)c2ccco2)cc1	95	-3
O=C(O)COc1ccc(NC(=O)c2ccco2)cc1	nt	-9
CCc1cc2c(=O)c(-c3ccc(Cl)cc3)coc2cc1O	64	nt
O=S(=O)(c1cc(Cl)ccc1Cl)N1CCN(c2ccc(F)cc2)CC1	nt	-17
COc1ccccc1/C=C(\NC(=O)c1ccccc1)C(=O)NCc1ccco1	nt	-6
Cc1ccc(C)n1-c1ccc(Cl)c(C(=O)NN)c1	nt	1
C=C(C)c1cccc(C(C)(C)NC(=O)N2CCN(CC)CC2)c1	98	-6
COc1ccc(NC(=O)CN2CCN(CC(=O)Nc3ccc(OC)c(OC)c3)CC2)cc1	89	-8
O=[N+]([O-])c1cccc(/C=N\Nc2nc(-c3ccccc3)cc(-c3ccccc3)n2)c1	nt	5
Cc1cccn2cc(-c3ccccc3)nc12	106	6
COc1cc(C=C2C(=O)NC(=O)NC2=O)cc(Br)c1OCc1ccc([N+](=O)[O-])cc1	nt	5
COc1ccc(C(C)NC(=O)CCc2ccccc2)cc1 (centres undefined)	nt	6
COC(=O)CNC(=O)C1CCCN1C(=O)OC(C)(C)C (centres undefined)	94	9
Cc1ccc(-n2ncc3c(N4CCC(C(N)=O)CC4)ncnc32)c(C)c1	110	8
Cc1ccc(C)n1-c1ccc(-c2nnc3n2CCCCC3)s1	104	-2
COC(=O)c1cc(C(=O)CSc2nc(C)cc(C)n2)ccc1O	92	6
O=C1C(=O)N(c2cccnc2)C(c2cccc(F)c2)/C1=C(\O)c1ccc(Cl)cc1 (centres undefined)	nt	11

Brought forward from above: 2 entries; new compounds follow.
SMILES	BAP1 inh	HePTP inhibitor
COC(=O)c1cc(C(=O)CSc2nc(C)cc(C)n2)ccc1O	92	6
O=C1C(=O)N(c2cccnc2)C(c2cccc(F)c2)/C1=C(\O)c1ccc(Cl)cc1 (centres undefined)	nt	11
O=C(Nc1ccc(Cl)cc1)c1ccncc1	nt	0&4
COC(=O)CNS(=O)(=O)c1ccc(C)cc1	100	nt
OC(Cn1cccn1)c1ccccc1 (centres undefined)	112	-1
O=C(NC1(C(=O)NC2CCCCC2)CCCCC1)c1ccc2c(c1)OCO2	88	-12
CCOCN(C(=O)Cn1c(CO)nc2ccccc21)c1c(C)cccc1CC	87	1
Cc1c(CN2CCN(c3cccc(C(F)(F)F)c3)CC2)c(=O)n(-c2ccccc2)n1C	114	-9
CCOC(=O)C1=C(c2ccccc2)OC(N(C)C)C(c2ccccc2)=C1 (centres undefined)	nt	5
O=C(NNC(=O)c1cccc(O)c1)c1ccc(Br)cc1	nt	-5
CCCCN(CCCNC(=O)c1c(C)cc(=O)oc1C)c1ccccc1	67	6
Cc1nn(-c2cccc(Cl)c2)c2c1C(c1cccnc1)C(C#N)=C(N)O2 (centres undefined)	65	6
Cc1ccc(C(C)C)c(OCC(=O)OCc2c(C)noc2C)c1	84	3
CC(C)c1ccccc1NC(=O)c1ccc(-c2ccccc2)cc1	180	nt
Nc1c(C(=O)NC2CCCC2)sc2nc(-c3cccs3)ccc12	122	1
COc1ccc([N+](=O)[O-])cc1-c1ccc(/C=C2\C(=O)NC(=O)N(c3cc(C)cc(C)c3)C2=O)o1	nt	18
COCCCN(Cc1ccccn1)S(=O)(=O)Cc1ccccc1	95	-3
Nc1ncnc2c1ncn2[C@@H]1O[C@H](CO)[C@H](O)C1O (some centres undefined)	88	nt
COc1ccc(-n2c(SCC(=O)Nc3ccccc3C)nc(O)c(Cc3ccccc3)c2=O)cc1	nt	6
COc1ccc(-c2nn3c(-c4ccccc4)nnc3s2)cc1	106	-1
Cc1ccnc(NS(=O)(=O)c2ccc(N3C(=O)c4c(Cl)c(Cl)c(Cl)c(Cl)c4C3=O)cc2)n1	nt	4
c1ccc(-n2ncc3c(NCc4cccnc4)ncnc32)cc1	104	8

In the list so far, 2 have bromine.
SMILES	BAP1 inh	HePTP inhibitor
COc1cc(C=C2C(=O)NC(=O)NC2=O)cc(Br)c1OCc1ccc([N+](=O)[O-])cc1	nt	5
O=C(NNC(=O)c1cccc(O)c1)c1ccc(Br)cc1	nt	-5

Other records.
SMILES	BAP1 inh	HePTP inhibitor
O=C1NC(c2ccccc2)=C(c2ccc3ccccc3n2)C(c2ccncc2)N1 (centres undefined)	nt	8
CC1(C)CC(=O)C(C(O)c2ccc([N+](=O)[O-])cc2)C(C)(C)N1 (centres undefined)	nt	5
COc1ccc(C(=O)Nc2ccccc2C(=O)NC2CCCCC2)cc1	nt	-7
Cc1nnc(SCC(=O)NC(C)(C)C)n1CCc1ccccc1	97	8
CCOC(=O)C1=C(c2ccccc2)N=c2s/c(=C\c3ccco3)c(=O)n2C1c1cccc(OC)c1OC (centres undefined)	nt	-11
O=C(CN1C(=O)NC2(CCCCC2)C1=O)Nc1ccc(S(=O)(=O)N2CCOCC2)cc1	109	9
Cc1ccc(NCC(=O)N/N=C\c2cccc(OC(=O)c3ccco3)c2)cc1	nt	-3
CN(C)c1nc(OCCOC(=O)Nc2ccc(Cl)cc2Cl)nc(N(C)C)n1	139	6
CCc1nnc(NC(=O)CSc2nnc3c4ccccc4n(C)c3n2)s1	80	2
C#CCOc1nc(N(c2ccccc2)c2ccccc2)nc(-n2c(C)nc3ccccc32)n1	nt	1
Cc1ccccc1C(C(=O)NCc1ccco1)N(CC1CCCO1)C(=O)Cn1nnc2ccccc21 (centres undefined)	101	3
Cc1cccc(Nc2nc(NCc3ccco3)nc(N3CCOCC3)n2)c1	83	6
COc1ccc(Oc2coc3c(CN4CCOCC4)c(O)ccc3c2=O)cc1	nt	8
CN(Cc1ccccc1)C(=O)c1nn2c(C(F)(F)F)c3c(nc2c1Cl)-c1ccccc1CC3	nt	-2
CCOC(=O)c1sc2ncnc(OC)c2c1C	108	6
COc1ccccc1N1CCN(C(=O)c2cc(-c3cccc(Cl)c3)on2)CC1	85	7
Cc1nn(Cc2ccccc2Cl)c(C)c1C(=O)NC1=NCCS1	90	9
COc1ccc(S(=O)(=O)N(CC(=O)Nc2cc(C)ccc2C)c2ccc(C)cc2)cc1OC	nt	-18
CCC(=O)Nc1ccc(NC(=O)c2ccc(OC)cc2)cc1	nt	4
CC(=O)N1CCCc2cc(S(=O)(=O)N3CCN(C4CCCCC4)CC3)ccc21	111	-3

Shown as labelled records: part of the list above
Cc1ccccc1C(C(=O)NCc1ccco1)N(CC1CCCO1)C(=O)Cn1nnc2ccccc21 (centres undefined)
  BAP1 inh: 101; HePTP inhibitor: 3
Cc1cccc(Nc2nc(NCc3ccco3)nc(N3CCOCC3)n2)c1
  BAP1 inh: 83; HePTP inhibitor: 6
COc1ccc(Oc2coc3c(CN4CCOCC4)c(O)ccc3c2=O)cc1
  BAP1 inh: nt; HePTP inhibitor: 8
CN(Cc1ccccc1)C(=O)c1nn2c(C(F)(F)F)c3c(nc2c1Cl)-c1ccccc1CC3
  BAP1 inh: nt; HePTP inhibitor: -2

Going on with the list.
SMILES	BAP1 inh	HePTP inhibitor
CC(C)(C)c1ccc(S(=O)(=O)N/N=C/c2ccc3c(c2)OCO3)cc1	nt	-2
CN1C(=O)/C(=C\c2cccc(OCc3cccc4ccccc34)c2)SC1=S	nt	-5
CN(c1ccccc1)S(=O)(=O)c1ccc(C(=O)Nc2ccccc2-c2nc3ccccc3s2)cc1	146	nt
Cc1cc(NC(=O)COc2nnc(-c3ccccc3)c3ccccc23)no1	102	3
N#C/C(=C\Nc1ccc(S(=O)(=O)Nc2nccs2)cc1)c1nc(-c2ccc(Cl)cc2)cs1	nt	33
CC(C)Nc1nc2n(c(=O)n1)CCN2C(C)C	112	2
CCOC(=O)c1cc(NC(=O)c2ccc([N+](=O)[O-])cc2)cc(NC(=O)c2ccc([N+](=O)[O-])cc2)c1	65	nt
CCOC(=O)N1CCN(C(=O)CN(c2cccc(C(F)(F)F)c2)S(=O)(=O)c2ccccc2)CC1	99	5
CCOC(=O)c1c(C)c(C(=O)NCc2ccco2)c(C)n1Cc1ccccc1	97	5
O=C(NC(=S)Nc1ccc2oc3ccccc3c2c1)c1ccccc1	nt	-8
Cc1nc(C)c(C(=O)/C=C(\O)C(=O)O)o1	nt	7
Cc1cc(/C=N/NC(N)=O)c(C)n1-c1ccc(N(C)C)cc1	nt	-16
CC(=O)OC(OC(C)=O)C12C=CC(O1)C1C(=O)N(c3cc(C(F)(F)F)ccc3Cl)C(=O)C12 (centres undefined)	nt	0
CCSc1nnc(NC(=O)CSc2ccccc2)s1	nt	6
COC(=O)c1ccc(CSc2nnc3n(Cc4ccccc4OC)c(=O)c4ccccc4n23)o1	78	8
CC(C)OC(=O)CN1CCN(S(=O)(=O)c2cc(Cl)ccc2Cl)CC1	107	11
O=S(=O)(NCC(c1ccccc1)N1CCNCC1)c1ccccc1 (centres undefined)	nt	-17
Cc1cccc(OCC(=O)N2CCCC2)c1	nt	10
O=C1CSC(c2ccc(Cl)cc2)N1c1ccc(O)cc1 (centres undefined)	92	nt
CCN1C(=O)/C(=C\c2ccc(F)cc2)C(C(=O)OC)=C1C	nt	6
COc1cc(C(=O)NCCC(=O)NCc2ccc3c(c2)OCO3)cc(OC)c1OC	93	-2
O=C(NCc1ccco1)c1cc2n(n1)C(C(F)(F)F)CC(c1ccc(Br)cc1)N2 (centres undefined)	34*	3&9
O=c1oc2ccccc2c(N2CCCC2)c1CN1CCCC1	nt	-6
COc1ccc(N(CC(=O)Nc2ccc(C)cc2C)S(C)(=O)=O)c(OC)c1	nt	-10
CC1=C(C(=O)Nc2cccc(C)c2C)C(c2ccc(N(C)C)cc2)NC(=S)N1 (centres undefined)	147	nt
COc1ccccc1-n1c(C)c(C(=O)O)c2cc(OC)c3ccccc3c21	nt	6
O=S(=O)(c1ccc(Cl)cc1)N1CCC(N2CCCCCC2)CC1	203	5
Cn1c(SCc2ccc(F)cc2)nnc1-c1ccccn1	90	5
O=[N+]([O-])c1ccccc1OCC(O)Cn1cnc2ccccc21 (centres undefined)	nt	6
CCOC(=O)c1c(NC(=O)CSc2nnc3c4ccccc4n(CC)c3n2)sc2c1CCC2	nt	-2
COc1ccccc1-n1c(CSCC(=O)Nc2ccc3ccccc3c2)nc2ccccc2c1=O	nt	10
CCOC(=O)C1=NN(C(=O)COc2ccccc2)C(O)(c2ccc(Cl)cc2)C1 (centres undefined)	nt	-12
Clc1cccc(-c2cc3nc4c(c(N5CCOCC5)n3n2)CCCC4)c1	nt	-11
COc1cc(OC)cc(C(=O)Nc2cccc(N3CCCC3)c2)c1	nt	1
c1n[nH]c(NCc2ccc3c(c2)OCO3)n1	103	3&6
C=CCNc1nc(N2CCCC2)nc2ccccc12	157	-8
COc1ccc(NS(=O)(=O)c2ccc3c(c2)CCC(=O)N3)c(OC)c1	102	9
COc1cc(-c2nc(S(=O)(=O)c3ccc(C)cc3)c(N(C)C)o2)cc(OC)c1OC	112	-5
COc1ccc(S(=O)(=O)N(C)c2ccc(C(=O)N3CCOCC3)cc2)cc1OC	127	-8
Cc1cc2nc(-c3ccccc3)cc(-c3ccccc3)n2n1	nt	7

Three records drawn at random from those above, as already listed:
SMILES	BAP1 inh	HePTP inhibitor
Cn1c(SCc2ccc(F)cc2)nnc1-c1ccccn1	90	5
O=c1oc2ccccc2c(N2CCCC2)c1CN1CCCC1	nt	-6
COc1cc(C(=O)NCCC(=O)NCc2ccc3c(c2)OCO3)cc(OC)c1OC	93	-2

(list continues)
SMILES	BAP1 inh	HePTP inhibitor
Cc1nc2nc(Cc3ccccc3)[nH]n2c(=O)c1Cc1ccccc1	117	0
CN(C)S(=O)(=O)c1ccc(S(=O)(=O)N(CC(=O)Nc2ccccc2)Cc2ccco2)cc1	62	9
Cc1ccnc(SCCn2c(N3CCOCC3)nc3c2c(=O)n(C)c(=O)n3C)n1	101	nt
COc1ccc(-c2noc(C3CCCN(C(=O)CCc4ccccc4)C3)n2)cc1 (centres undefined)	115	18
COc1ccc(N(CC(=O)O)S(=O)(=O)c2cccnc2)cc1	94	-2
COc1ccccc1N1CCN(C(c2cccs2)C(C)NS(=O)(=O)c2ccccc2)CC1 (centres undefined)	87	-12
Cc1cc(C)n2c(SCc3ccc(Br)cc3)nnc2n1	nt	-2
COc1cc(CN2CCN(C3CCC(c4ccccc4)CC3)CC2)cc(OC)c1OC (centres undefined)	nt	-1
COCCC(=O)NC12CC3CC(CC(C3)C1)C2	88	-1
CC/C(C)=N\NC(=O)c1cc(-c2ccccc2)nc2ccccc12	nt	7
Cn1c(=O)c2c(nc(SCC(=O)c3cccs3)n2Cc2ccc(F)cc2)n(C)c1=O	93	10
CCOc1ccc(S(=O)(=O)N2CCC(C)CC2)c2ccccc12	nt	2
Cc1cccc(-n2c(SCc3ccccc3)nc3ccccc3c2=O)c1	nt	0
Cc1ccc(-n2nc3c(c2NC(=O)c2ccc([N+](=O)[O-])cc2)CSC3)cc1	88	nt
CCC1=NN(C(=O)c2ccccc2Br)C(O)(c2ccncc2)C1 (centres undefined)	nt	2
CC1CCCCN1C(=O)Cn1cc(C(=O)c2ccco2)c2ccccc21 (centres undefined)	100	-9
O=C(CN1C(=O)C2C3C=CC(C3)C2C1=O)NCC1COc2ccccc2O1 (centres undefined)	201	-1

Bioassay records from PubChem.
